Assay outcomes (PubChem BioAssay)
KKLEB cytotox = CF airway cell cytotoxicity counter-screen | KKLEB CF airway cells viability, ATPlite luminescence, overnight; hits give low values; cells stimulated with P. aeruginosa culture filtrate | activity change (cytotoxicity), % at 5 µM | hit rate 0.36% among 360,000 | AID 602141;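 active = corrected activity change at or below -50% at 5 µM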
Peg3 promoter = reduces Peg3 promoter-driven luciferase expression in HeLa; HeLa PEG-Prom luciferase reporter, luminescence, overnight; hit rate 1.7% among 360,000; inhibition, % at 20 µM;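 active = inhibition of at least 50% at 20 µM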
NR2E3 ag-1 = human photoreceptor-specific nuclear receptor agonism. AID 602229. hit rate 0.35% among 360,000. Q9Y5X4. inhibition of corepressor binding, % at 3.98 µM. CHO-S Gal4-NCOR/VP16-NR2E3 two-hybrid, luciferase;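 active = inhibition above the mean of all tested compounds plus 3 SD, cut at about 70% in these data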;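 also: 0% = DMSO with NR2E3 transfected cells and 100% = cells lacking NR2E3 construct; higher means lower luciferase signal from less NR2E3 corepressor binding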
Target sequence (Q9Y5X4 whole entry, looked up, the tested form may be a part): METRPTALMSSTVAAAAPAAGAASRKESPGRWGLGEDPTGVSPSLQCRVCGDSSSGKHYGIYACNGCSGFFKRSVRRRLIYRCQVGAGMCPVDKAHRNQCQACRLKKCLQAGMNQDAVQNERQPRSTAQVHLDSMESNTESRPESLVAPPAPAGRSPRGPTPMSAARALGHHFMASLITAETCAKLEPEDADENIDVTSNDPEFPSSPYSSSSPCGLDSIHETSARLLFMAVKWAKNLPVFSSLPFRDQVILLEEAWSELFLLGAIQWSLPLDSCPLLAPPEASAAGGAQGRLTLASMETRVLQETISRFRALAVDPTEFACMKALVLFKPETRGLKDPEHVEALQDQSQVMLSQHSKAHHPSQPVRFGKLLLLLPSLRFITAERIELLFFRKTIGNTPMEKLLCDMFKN
Vif imaging = inhibitors of HIV Vif; HEK293T cells, Vif self-association by quenched fluorescence, imaging, 24 h; inhibition, % at 7.49 µM; hit rate 0.35% among 340,000; in the data active = inhibition above about 50%, passing the limit was not always enough; also: some results filed as inactive read as strong as hits
NR2E3 ag-2 = agonists of human nuclear receptor NR2E3. Q9Y5X4. hit rate 0.12% among 320,000. inhibition of corepressor binding, % at 4.78 µM. AID 2300. GST-NR2E3/biotin-RetCOR TR-FRET, 1536-well;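 active = percent inhibition above the cutoff of mean plus 3 SD of all tested compounds, set per screening campaign, cut at about 20% in these data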;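 also: 0% = DMSO wells and 100% = biotin wells as full block of FRET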
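System: GST-NR2E3 and biotin-RetCOR proteins; probe or stimulus: 7 nM biotin-RetCOR; doses: compound at 4.8 µM, single dose; schedule: Compound–protein incubation for 5 h at 4 °C; detection: time-resolved FRET; read-out: percent inhibition; controls: biotin wells as high control, 0.6% DMSO wells as low control; format: 1536-well plates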
CaV13 FRET inh = Disruptors of the CACNA1D IQ motif to Ca2+-dependent inactivation inhibitor domain association, primary screening, Förster resonance energy transfer in intact living …; HEK cells, CFP/YFP FRET ICDI-IQ, plate reader, 10 min; percent FRET-ratio fall versus neutral wells; inhibition, % at 12.3 µM; hit rate 0.098% among 340,000; AID 743397;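 active = mean replicate inhibition of at least 30% and at least 1% of replicates passing that level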;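 also: 0% = median of the neutral control wells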
MITF TRPM1 inh = reduces MITF-dependent TRPM1 promoter luciferase signal; SK-MEL-5 TRPM1 promoter luciferase, 24 h; inhibition, % at 12.5 µM; hit rate 0.83% among 330,000; AID 488899;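 active = mean inhibition across replicates of 60% or more, whatever share of single replicates reaches that level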; also: values of inactives mirror those of a sister screen read the other way
PDI inh = PDI (human) enzyme inhibition; AID 588391; P07237; inhibition, % at 10 µM; hit rate 0.052% among 350,000; PDI insulin aggregation turbidity, A650, 90 min;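 active = mean inhibition across replicates of 30% or more, whatever share of single replicates reach that level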;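 also: absorbance from insulin aggregation driven by PDI reduction with DTT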
Target sequence (P07237 whole entry, looked up): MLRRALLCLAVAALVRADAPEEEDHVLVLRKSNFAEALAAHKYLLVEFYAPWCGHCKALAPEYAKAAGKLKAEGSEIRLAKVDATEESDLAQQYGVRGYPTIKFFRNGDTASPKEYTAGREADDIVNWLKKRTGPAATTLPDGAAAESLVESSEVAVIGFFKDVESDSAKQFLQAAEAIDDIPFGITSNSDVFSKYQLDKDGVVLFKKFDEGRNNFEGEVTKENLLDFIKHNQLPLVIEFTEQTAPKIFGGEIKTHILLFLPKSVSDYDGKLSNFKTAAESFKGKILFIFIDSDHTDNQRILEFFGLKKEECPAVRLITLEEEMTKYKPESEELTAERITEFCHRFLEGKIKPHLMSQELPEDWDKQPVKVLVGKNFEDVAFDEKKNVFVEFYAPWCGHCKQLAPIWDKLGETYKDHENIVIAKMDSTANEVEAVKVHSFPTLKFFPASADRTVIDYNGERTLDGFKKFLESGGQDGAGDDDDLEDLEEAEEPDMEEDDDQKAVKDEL
Shn3 3UTR inh = Schnurri-3 reporter inhibition in Clone20 osteoblasts | Clone20 osteoblast Shn3 3'UTR firefly luciferase, 24 h | AID 588674 | inhibition, % at 12.5 µM | hit rate 0.52% among 360,000;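 active = mean inhibition of at least 75% with every replicate also reaching 75%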;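 also: 0% = median of neutral control wells and 100% = pilot-screen positive control compound; some compounds past the cut are filed as inactive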
CF NFkB inh = inhibitors of cystic fibrosis induced NF-kB; KKLEB NF-kB-GFP reporter, PAF-induced, GFP fluorescence overnight; inhibition, % at 5 µM; hit rate 0.86% among 360,000;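 active = at least 50% inhibition at 5 µM, scaled per plate between neutral and stimulator controls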;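 also: PAF is a Pseudomonas aeruginosa culture filtrate used as stimulus; plate controls were PAF-stimulated DMSO wells for no effect and unstimulated DMSO wells for full effect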
HIF-2a block = blocks HIF-2a reporter activity; AID 624352; 786-0 RCC cells HIF-2a reporter, luciferase luminescence, overnight; inhibition, % at 18.8 µM; hit rate 0.72% among 360,000;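 active = inhibition of the luminescence signal of 40% or more relative to plate controls, in a single-dose primary screen at 18.75 µM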
* marks the source's active call; other numbers are inactive results; x = not tested or not shown. The order is random. About 3.3% of those tested had a hit in this group.

The first 2 records, ahead of the listing:
Each structure is followed by: Vif imaging, NR2E3 ag-2, PDI inh, Peg3 promoter, Shn3 3UTR inh, CF NFkB inh, MITF TRPM1 inh, NR2E3 ag-1, CaV13 FRET inh, HIF-2a block, KKLEB cytotox
Nc1nc2nonc2nc1N1CCCCC1
    -7, -4, 2, 1, -14, 4, 8, -6, 0, -3, 0
O=C(CCN1C(=O)c2ccccc2C1=O)C1=NN[C@@H]2C(=O)N(c3ccc4c(c3)OCO4)C(=O)[C@H]12
    2, -2, 10, 8, 28, -8, x, 6, -5, 9, -11

All compounds of this part, repeating the preview:
Each structure is followed by: Vif imaging, NR2E3 ag-2, PDI inh, Peg3 promoter, Shn3 3UTR inh, CF NFkB inh, MITF TRPM1 inh, NR2E3 ag-1, CaV13 FRET inh, HIF-2a block, KKLEB cytotox
Nc1nc2nonc2nc1N1CCCCC1
    -7, -4, 2, 1, -14, 4, 8, -6, 0, -3, 0
O=C(CCN1C(=O)c2ccccc2C1=O)C1=NN[C@@H]2C(=O)N(c3ccc4c(c3)OCO4)C(=O)[C@H]12
    2, -2, 10, 8, 28, -8, x, 6, -5, 9, -11
CCOC(=O)C(C(=O)Nc1nccs1)C1CCCCC1 (configuration not stated)
    x, -3, 6, 24, 5, -4, -1, 8, -5, 15, 11
COc1ccc(S(=O)(=O)NCC2CCC(C(=O)NCc3ccco3)CC2)cc1 (configuration not stated)
    3, 5, -3, 13, 14, -5, 2, -5, x, 14, 3
Cc1nc(NC(=O)c2ccco2)sc1-c1csc(Nc2ccc(Cl)cc2Cl)n1
    6, 3, -7, -3, -17, 22, -15, -33, -6, -41, -7
CCN(CC)S(=O)(=O)c1cccc(NC(=O)CN(C)Cc2cccc(OC)c2)c1
    1, 1, 2, 19, 18, 6, 14, 3, -6, 9, -3
O=C(CNC(=O)c1ccccc1)NCCc1nc2ccccc2[nH]1
    -4, -4, 4, 2, 0, 0, -6, -10, -5, 8, 7
CC(=O)c1cc(N2CCC(C(=O)O)CC2)ccc1[N+](=O)[O-]
    -1, 5, 12, 2, -7, 7, -1, -14, 4, 13, 7
CCn1nc([N+](=O)[O-])c2c(-c3nc4ccccc4o3)c(N)n(CCCOC)c2c1=O
    12, 2, -8, 30, 11, 6, -8, -12, -3, 9, -7
Cc1cccc(N=C2NC(=O)CS2)c1
    3, -2, 5, -9, 5, 7, 9, -17, -5, 15, -2
CCOC(=O)c1c(CN(CC)CC)oc2cc(Br)c(O)cc12
    x, -4, 6, 13, 8, 2, 5, -2, -5, -10, -13
O=c1c2cc(NC(=S)NCc3cccnc3)ccc2nc2n1CCCCC2
    1, -1, -1, -55, 7, -20, -12, -19, 0, -88, -7
COc1cc2cc(CCOC(=O)CCCC(=O)O)oc(=O)c2cc1OC
    -1, 3, 5, -9, -10, -10, 0, 6, -5, 15, 1
CC(=O)c1cccc(NC(=O)CN2CCc3cc4c(cc3C2)OCCCO4)c1
    1, 0, x, -20, 12, -2, 0, 14, x, -37, -2
CC1CCN(S(=O)(=O)c2ccc3ncn(CC(=O)N(C)Cc4ccccc4)c(=O)c3c2)CC1
    9, 4, 1, 11, -6, 0, 12, -5, -5, 8, -4
CCn1c(SCC(=O)Nc2nncs2)nnc1C(C)NC(=O)c1ccccc1Br (configuration not stated)
    -3, 2, 1, 0, -9, 6, 4, -2, -4, 1, 3
CC(OC(=O)c1cccc(S(=O)(=O)Nc2cccc(C(F)(F)F)c2)c1)C(=O)Nc1ccc2c(c1)OCCO2 (configuration not stated)
    1, 1, -4, 10, 14, -9, 6, -23, -3, 26, 8
CC1Sc2ccc(S(=O)(=O)CCC(=O)NCc3cccs3)cc2NC1=O (configuration not stated)
    19, -1, 18, 12, 8, -3, 5, -20, -2, 11, 24
CCOC(=O)N1CCN(C(=O)c2ccc(NS(=O)(=O)c3ccc(F)cc3)cc2)CC1
    0, 2, -7, 17, 18, 3, 8, -21, 1, 13, -3
COc1cccc(/C=C/C(=O)OCC(=O)NCCNC(=O)COC(=O)/C=C/c2cccc(OC)c2)c1
    -2, -1, -7, -14, 10, -2, 8, -21, -6, -2, -4
CCCc1ccc(Oc2coc3cc(OCC(=O)Nc4ccccc4C)ccc3c2=O)cc1
    -10, 0, -18, 14, 8, 13, -12, 14, -5, 9, -5
Cc1ccc(-c2nc(CSCC(=O)N3CCN(c4ccccn4)CC3)c(C)o2)cc1
    -8, 0, x, 8, 60, -17, x, 83*, -1, 2, 4
COc1cccc(C(=O)N2CCN(Cc3nc(CC4CC4)no3)CC2)c1
    -5, 1, 2, 6, -32, 4, 2, 2, 2, -5, 6
C(=C\c1ccco1)/c1ccc2ccccc2n1
    18, 0, 1, -241, -132, -51, x, -3, -3, -244, 12
CCCCOC(=O)Nc1nnc(C(C)C)s1
    0, 5, -10, -214, -60, -22, -91, -113, -3, -224, 8
O=C(Cn1nnc(-c2ccccc2F)n1)N1CCCCC1
    1, 2, 10, -191, -31, -9, -43, -115, -19, -211, 12
COc1ccc(CCNc2ccncn2)cc1OC
    3, 2, -3, 11, 0, 3, -7, -5, -5, -10, -6
CCOC(=O)c1ccc(NS(=O)(=O)c2ccc3[nH]c(=O)[nH]c3c2)cc1
    16, 0, -4, 0, -9, 12, 12, -12, x, 10, 3
Cc1oc(-c2ccccc2)cc1C(=O)Nc1ccccc1
    -3, 4, -1, -6, -10, -6, -1, -82, -5, -32, 8
CC(OC(=O)Cc1c[nH]c2ccccc12)C(=O)Nc1ccc(S(N)(=O)=O)cc1 (configuration not stated)
    -4, 1, 8, 1, 14, -3, 17, -16, -5, 14, -6
O=C(C1CCCN(S(=O)(=O)c2cccc3nonc23)C1)N1CCN(c2cccc(Cl)c2)CC1 (configuration not stated)
    -5, 1, -4, 35, -4, 10, 2, 0, x, -9, -4
CSc1ccc(CNC(=O)C2Cc3cc(S(=O)(=O)N4CCCCC4)ccc3N2C(C)=O)cc1 (configuration not stated)
    4, 2, 10, -30, 12, 1, -27, -30, -6, 0, -3
O=S(=O)(/N=C(/Nc1ccccn1)c1ccccc1)c1ccc(F)cc1
    -2, 0, 3, -3, -11, -19, -13, -18, -2, -17, 24
CCN(CC)CCNc1nc(-c2ccc(OC)cc2)c(-c2ccc(OC)cc2)s1
    4, -3, 6, 9, -35, 3, -10, -8, 0, 1, -2
O=C(NCCOc1ccc(F)cc1)C1CCC(=O)N(CCCN2CCCC2=O)C1 (configuration not stated)
    -6, 5, 3, -11, -32, 13, 4, 9, -1, 6, -4
C=CCNc1nc(Cl)nc(Nc2ccc(OC)cc2)n1
    2, 1, 2, -36, -19, -6, -28, -16, -3, -103, 1
Cc1sc2ncnc(OCC(=O)N3CC(=O)Nc4ccccc43)c2c1C
    3, -1, 2, -7, -4, 7, -6, 3, -6, 5, 5
COc1ccc(N2C(=O)CC(NCCNc3ccc([N+](=O)[O-])cn3)C2=O)cc1 (configuration not stated)
    14, 1, 0, 8, -14, 11, -3, 10, -4, 15, -1
O=C(O)C(c1ccccc1)N1CCCC1 (configuration not stated)
    5, 0, 0, 8, -3, -8, 16, -17, -9, 18, 1
Cn1c2ccccc2c(=O)c2c(=O)n(C3CCCCC3)c(-c3cccs3)nc21
    12, 9, -1, 20, 5, -32, 54, -16, -4, -8, 27
O=S(=O)(c1ccccc1)N(CC(O)CN1CCCCC1)c1ccccc1 (configuration not stated)
    11, 5, -4, -3, -5, -2, 1, -17, -5, 10, -4
Clc1ccc2oc(-c3cccnc3NCc3ccccc3)nc2c1
    4, 3, -2, -21, 5, 4, -11, -12, -3, -53, -8
CC1CCN(CCNC(=O)CCS(=O)(=O)c2ccc(Br)cc2)CC1
    0, 5, 10, 5, -4, 2, 3, -9, 0, 3, 8
COc1ccc(C2=CC(=O)C[C@H](CN3C(=O)c4ccccc4C3=O)N(C(=O)OC(C)(C)C)O2)cc1
    x, x, 2, -12, 15, 13, 6, -18, -3, 12, -8
CCOC(=O)C1=C(C)OC2(O)c3ccccc3C(=O)C12O (configuration not stated)
    x, -2, 14, 24, -2, 5, x, -17, -5, 22, -1
COC(=O)c1sc(S(=O)(=O)N2CCN(c3ccccc3)CC2)c(C(=O)OC)c1C
    8, 2, -6, 21, 7, 4, -1, -7, -4, 6, 2
Cc1cccc(C(=O)Nc2scc(-c3ccc(Br)cc3)c2C(=O)O)c1
    -7, 0, -8, -20, 17, -22, -14, -14, -17, -231, 14
O=C(Nc1ccc(Cl)cc1Cl)Nn1cnnc1
    -11, -1, -3, 13, -1, -4, -3, 4, x, 8, 15
COc1cccc2cc(-c3nnc(SCC(=O)Nc4nc(C)cs4)n3C)oc12
    -4, -2, 2, 1, 10, -4, -3, -3, -5, -12, -1
Cc1cc(C)cc(C(=O)OCC(=O)Nc2cccc(S(=O)(=O)NC3=NCCCCC3)c2)c1
    -4, 1, -4, 18, 13, -19, -3, 15, -1, 11, 4
CCc1cc(=O)oc2c(C)c(OCC(=O)NCCCN3CCCC3=O)ccc12
    2, 3, -3, 4, -6, 14, 0, -9, -5, 2, -4
Cc1cc(NC(=O)COC(=O)c2ccc(S(=O)(=O)N3CCCc4ccccc43)cc2)no1
    0, -1, 12, 16, 31, 9, 40, -130, -1, -10, -12
CN(C)C(=O)C1OC(C)(C)OC1C(=O)N(C)C (configuration not stated)
    -2, -1, 13, 4, 6, 10, -9, -5, -7, 15, 0
O=C(NCc1cccc(F)c1)C1CCN(C(=O)c2sccc2-n2cccc2)CC1
    2, -1, -2, 11, -5, -8, -5, -3, -6, 11, -3
NC(=O)c1ccc(Oc2ccc(Cl)c3ccccc23)c([N+](=O)[O-])c1
    14, -1, -10, 17, -9, 8, 7, 5, -5, 9, -7
Cc1nn(-c2ccccc2C(=O)O)c(=O)c2ccccc12
    1, 2, 4, 4, 9, 12, -3, -8, -3, 12, 1
CC(C)CCNC(=O)c1c[nH]c2ccc(S(=O)(=O)N3CCC4(CC3)OCCO4)cc2c1=O
    -10, 2, -6, 14, -4, -2, -2, -6, -4, 10, 2
CCc1ccc(N2CC(O)=C(c3nc4ccccc4c(=O)[nH]3)C2=N)cc1
    -13, 2, -4, -25, -17, -21, -7, -2, 1, -29, -7

4 records picked at random from those above:
Each structure is followed by: Vif imaging, NR2E3 ag-2, PDI inh, Peg3 promoter, Shn3 3UTR inh, CF NFkB inh, MITF TRPM1 inh, NR2E3 ag-1, CaV13 FRET inh, HIF-2a block, KKLEB cytotox
COc1ccc(C2=CC(=O)C[C@H](CN3C(=O)c4ccccc4C3=O)N(C(=O)OC(C)(C)C)O2)cc1
    x, x, 2, -12, 15, 13, 6, -18, -3, 12, -8
O=S(=O)(c1ccccc1)N(CC(O)CN1CCCCC1)c1ccccc1 (configuration not stated)
    11, 5, -4, -3, -5, -2, 1, -17, -5, 10, -4
Cc1nn(-c2ccccc2C(=O)O)c(=O)c2ccccc12
    1, 2, 4, 4, 9, 12, -3, -8, -3, 12, 1
Cc1cc(NC(=O)COC(=O)c2ccc(S(=O)(=O)N3CCCc4ccccc43)cc2)no1
    0, -1, 12, 16, 31, 9, 40, -130, -1, -10, -12
